BAZ2B inh – qHTS Assay for Inhibitors of BAZ2B | AlphaScreen BAZ2B-H3K14Ac peptide displacement | Potency, µM (doses to about 114 µM), inactives show top-dose activity change, negative = inhibition, hits mostly inhibitors | hit rate 4.4% among 360,000; also: % is scaled to controls: 0 for no effect and ±100 for the full control effect; nearly all actives have a fitted effect of over 60% in size
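Compounds, titrated to a top concentration of 110 uM, were incubated 30 min at room temperature with preformed BAZ2B/acetyl-K14 H3 peptide complex (50 nM each). Proximity signal was measured by AlphaScreen after 20 min with beads.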
GLS inhibitor – qHTS for Inhibitors of Glutaminase (GLS); Glutaminase kidney isoform, mitochondrial (Homo sapiens), O94925; AID 624170, 2012; hit rate 0.21% among 410,000; GLS enzymatic activity, qHTS titration; Potency, µM (doses to about 45.5 µM), inactives show top-dose activity change, negative = inhibition, most hits filed as inhibitors; also: % is scaled to controls: 0 for no effect and ±100 for the full control effect
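Read-out is an Amplex red fluorescence increase coupled through glutamate oxidase and HRP, measured before and after 30 min room-temperature incubation. hKGA is in 45 mM KH2PO4 (pH 8.2) with 0.02% Tween-20; glutamine added as 1mM solution.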
G9a inh – qHTS Assay for Inhibitors of Histone Lysine Methyltransferase G9a; Histone-lysine N-methyltransferase EHMT2 (Homo sapiens), Q96KQ7; G9a H3K9 monomethylation, AlphaScreen, 2 h; Potency, µM (highest dose often 102 µM), inactives show at the top dose activity, negative = inhibition, actives largely listed as inhibitors; hit rate 8.8% among 350,000; AID 504332, 2011; also: % is scaled to controls: 0 for no effect and ±100 for the full control effect; nearly all actives have a fitted effect of over 75% in size
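Step 1: enzyme (final 20 nM) with compound, 15 min RT. Step 2: substrate peptide 500 nM and SAM 20 uM, 2 h RT. Step 3: anti-H3K9me1 antibody and AlphaScreen beads, 10 min, then plate read.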
JMJD2A Tudor inh – qHTS Assay for Inhibitors of JMJD2A-Tudor Domain | Lysine-specific demethylase 4A (Homo sapiens), O75164 | AlphaScreen JMJD2A-Tudor / H3K4me3 peptide binding | Potency, µM (doses to about 114 µM), inactives show at the highest dose activity change, negative = inhibition, actives largely listed as inhibitors | hit rate 4.4% among 390,000; also: % is scaled to controls: 0 for no effect and ±100 for the full control effect; nearly all actives have a fitted effect of over 50% in size
Target sequence (O75164 whole entry, looked up, the tested form may be a part): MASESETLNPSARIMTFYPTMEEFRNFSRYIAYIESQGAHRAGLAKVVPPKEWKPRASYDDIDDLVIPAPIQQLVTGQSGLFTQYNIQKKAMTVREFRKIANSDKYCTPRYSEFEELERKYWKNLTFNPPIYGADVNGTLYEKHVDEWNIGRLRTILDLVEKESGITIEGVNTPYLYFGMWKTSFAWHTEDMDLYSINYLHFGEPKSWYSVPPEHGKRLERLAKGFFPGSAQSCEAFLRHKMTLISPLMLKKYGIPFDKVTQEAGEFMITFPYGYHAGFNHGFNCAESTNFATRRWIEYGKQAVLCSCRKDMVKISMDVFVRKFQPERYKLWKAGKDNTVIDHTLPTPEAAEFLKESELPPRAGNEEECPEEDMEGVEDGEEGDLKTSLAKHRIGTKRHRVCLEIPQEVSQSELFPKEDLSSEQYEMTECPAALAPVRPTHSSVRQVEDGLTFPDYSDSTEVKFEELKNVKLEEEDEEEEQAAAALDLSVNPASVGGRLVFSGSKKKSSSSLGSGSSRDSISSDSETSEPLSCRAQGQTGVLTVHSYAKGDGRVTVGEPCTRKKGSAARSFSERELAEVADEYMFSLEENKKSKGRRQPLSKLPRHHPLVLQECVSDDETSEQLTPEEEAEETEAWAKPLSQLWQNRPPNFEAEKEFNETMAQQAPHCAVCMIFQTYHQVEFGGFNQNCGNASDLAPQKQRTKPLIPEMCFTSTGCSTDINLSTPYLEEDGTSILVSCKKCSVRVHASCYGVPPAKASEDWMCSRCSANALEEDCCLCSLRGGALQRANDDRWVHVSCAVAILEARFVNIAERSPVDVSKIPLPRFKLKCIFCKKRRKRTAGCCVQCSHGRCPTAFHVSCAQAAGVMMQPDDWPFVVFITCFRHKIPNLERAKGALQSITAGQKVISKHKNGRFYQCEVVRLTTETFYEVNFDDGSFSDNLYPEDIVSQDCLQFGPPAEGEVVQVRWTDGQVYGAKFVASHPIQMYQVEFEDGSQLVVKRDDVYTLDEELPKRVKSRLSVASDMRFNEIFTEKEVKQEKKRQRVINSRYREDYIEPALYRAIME
PGK inhibitor – qHTS Assay to Find Inhibitors of Phosphoglycerate Kinase; PGK/GAPDH coupled, Kinase-Glo luminescence, 60 min; Potency, µM (top dose mostly 57.5 µM), without a hit: at the top dose activity change, negative = inhibition, usual class: inhibitors; hit rate 0.043% among 380,000; also: % is scaled to controls: 0 for no effect and ±100 for the full control effect; nearly all actives have a fitted effect of over 60% in size
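Luminescent ATP detection (Kinase-Glo Plus) follows a 60-minute room-temperature incubation, with wells lacking PGK as controls. Buffer: 100 mM TEA (pH 7.6), 5 mM MgCl2, 0.01% Tween-20. Coupling enzyme GAPDH (100 nM final) supplies unstable 1,3-BPG in-well.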
HP1b chromo inh – HTS for Inhibitors of HP1-beta Chromodomain Interactions with Methylated Histone Tails; Chromobox protein homolog 1 (Homo sapiens), P83916; AlphaScreen HP1-beta / biotin-H3K9me3 peptide binding; Potency, µM (doses to about 114 µM), for inactives: at the highest dose activity change, negative = inhibition, hits mostly inhibitors; hit rate 0.56% among 390,000; AID 540317, 2011; also: nearly all actives have a fitted effect of over 70% in size; inactives centre near 23
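AlphaScreen: HP1-beta (50 nM) preformed 30 min with biotin-H3(1-18)K9me3 peptide (50 nM) in PBS pH 7.4, 0.01% Tween-20. Compound added for 30 min at RT, then streptavidin donor/nickel chelate acceptor beads (10 ug/mL) for 30 min.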
POLI inh – qHTS for Inhibitors of Polymerase Iota; DNA polymerase iota (Homo sapiens), Q9UNA4; Pol iota fluorescent replication assay, 10 min; Potency, µM (series often up to 115 µM), for the others: at the top dose activity, negative = inhibition, hits mostly inhibitors; hit rate 1% among 390,000
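Fluorescent replication assay read twice, at 0 min and 10 min after adding 50 nM (final) substrate. Enzyme (10 nM) and compounds were first incubated 15 min at room temperature; enzyme-free buffer wells were negative controls.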
Pin1 inhibitor – qHTS Assay to Find Inhibitors of Pin1. Potency, µM (highest dose often 115 µM), for the others: at the highest dose activity, negative = inhibition, most hits filed as inhibitors. AID 504891, 2011. Peptidyl-prolyl cis-trans isomerase NIMA-interacting 1 (Homo sapiens), Q13526. hit rate 0.009% among 390,000. Pin1 FP peptide displacement, HiFluor488, 10 min; active = well fitted inhibition curve with a large enough effect in the polarisation, with a control signal flat, not every such curve was filed as active; inconclusive = small, poorly fitted or top-dose-only effect, or effect the other way, or a change in a side signal; inactive = no such curve, though single readings can be large or run the other way; the % refers to the polarisation; also: % is scaled to controls: 0 for no effect and ±100 for the full control effect
BLM inh – qHTS Assay for Inhibitors of Bloom's syndrome helicase (BLM); RecQ-like DNA helicase BLM (Homo sapiens), P54132; recombinant BLM DNA unwinding, fluorescence dequenching; Potency, µM (series often up to 56.1 µM), for inactives: at the top dose activity change, negative = inhibition, most hits filed as inhibitors; hit rate 0.2% among 350,000;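 also: plate controls were vehicle for no effect and no enzyme for full effect; nearly all actives have a fitted effect of over 35% in size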
Numbers without * were called inactive; i = inactive; ? = inconclusive; . = not tested or not shown; [ ] = another dose, or the depositor's remark. Unless noted, calls follow the shape of the dose curve; as a rule, active = well fitted curve in the direction sought with a large enough effect; inconclusive = small, poorly fitted or top-dose-only effect, or another doubt; inactive = no such curve, though single readings can be large; an effect the other way counts as inactive or inconclusive. Potency is read from the fitted curve at half-maximal effect. These rows are one share of the data. The share of hits here may be higher or lower than overall.

BAZ2B inh	GLS inhibitor	G9a inh	JMJD2A Tudor inh	PGK inhibitor	HP1b chromo inh	POLI inh	Pin1 inhibitor	BLM inh	SMILES
1.3%	-8.0%	6.4%[12.7 µM]	-2.1%	-1.5%	48.5%[activator]	-9.1%	-6.5%	0.6%	Cc1cc(NC(=O)COC(=O)C2CCCN2C(=O)c2cccs2)no1 (stereo unspecified)
5.8%	0.1%	-0.7%[59 µM]	-9.6%	-3.5%	38.7%[activator]	16.1%	10.1%	1.4%	CCCn1c2ccccc2c2cnn(CC(=O)N(C)c3ccc(F)cc3)c(=O)c21
-36.6%	8.0%	44.7µM*	-31.2%	i	-18.3%	13.6%	-8.4%	-0.4%	Cc1ccc(-c2c[n+](CC(=O)Nc3nc(-c4ccc(F)cc4)cs3)c3n2CCC3)cc1
.	3.6%	-3.3%	-5.2%	-8.8%	16.8%	-24.4%	3.0%	-4.3%	Cc1cc2oc(C(=O)NCc3ccc(S(N)(=O)=O)cc3)c(C)c2cc1C
-0.3%	0.0%	.	-2.6%	-0.6%	11.3%	69.0%[activator]	6.6%	0.3%	CC(=O)NN1C(=O)c2ccc(Oc3ccc([N+](=O)[O-])cc3)cc2C1=O
4.5%	2.1%	?	-5.5%	-6.7%	3.6%	-29.0%	0.5%	.	NC(=O)c1ccccc1OCC(=O)Nc1ccc2c(c1)OCCO2
0.0%	3.3%	9.8%	-1.5%	-2.7%	62.3%[activator]	?	-2.6%	-3.3%	Cn1ccsc1=NC(=O)c1cccc(OC(F)F)c1
-5.4%	-3.5%	-5.7%	-13.6%	8.4%	21.2%	90.8%[activator]	4.2%	-5.5%	CCCc1cc(Nc2ccccc2C)n2ncnc2n1
-2.4%	3.5%	34.8%	-7.4%	-1.2%	19.3%	8.4%	7.7%	-2.4%	Cn1c(Cc2cccs2)nnc1SCC(=O)Nc1ccccc1
-23.1%	3.6%	.	-2.9%	i	26.2%	25.2%	-0.5%	1.1%	Cc1c(Cl)cccc1NC(=O)Cn1cc(C(F)(F)F)cc(Cl)c1=O
-4.2%	0.0%	-7.4%	-6.0%	i	25.9%	12.9%	1.8%	0.2%	CC(=O)Nc1ccc(NC(=O)C(Cc2ccccc2)NC(=O)C2CCCCC2)cc1 (stereo unspecified)
0.7%	-0.6%	?	56.2µM*	i	?	?	3.6%	-11.6%	COc1ccc(NC(=O)CSc2oc(-c3ccc(C)cc3)nc2S(=O)(=O)c2ccc(C)cc2)c(OC)c1
.	4.9%	7.2%	-11.5%	6.4%	37.8%[activator]	46.8%[activator]	-6.6%	0.2%	O=C(Cc1ccccc1Cl)N1CCN(c2ncccn2)CC1
-5.8%	-10.4%	-29.0%	5.8%	-6.9%	24.0%	-5.1%	-10.0%	0.2%	CCCCCc1c(C)nc(Nc2nc(C)c3cc(OC)ccc3n2)[nH]c1=O
31.6µM*	?	50.1µM*	56.2µM*	8.7%	?	135.6%[activator]	?	-10.5%	Nc1ccccc1NC1CCCCC1
-9.6%	7.9%	?	-25.5%	i	25.5%	44.2%[activator]	-7.3%	-8.6%	NNC(=O)c1ccc(CSc2nc3ccccc3s2)cc1
-27.9%	3.2%	18.8%	-9.1%	i	16.2%	152.2%[activator]	-4.5%	-1.3%	CCn1c(C(O)c2cc(OC)c(OC)c(OC)c2)nc2ccccc21 (stereo unspecified)
-15.7%	?	?	17.8µM*	-7.2%	-31.3%	137.7%[activator]	-1.5%	-7.8%	COc1ccc(CCn2c(-c3ccc(C(C)(C)C)cc3)n[nH]c2=S)cc1OC
-12.8%	-20.2%	4.5%	-6.9%	3.1%	32.3%	63.0%[activator]	13.5%	-1.1%	O=C(CCCN1C(=O)/C(=C/c2ccccc2Cl)SC1=S)NNC(=O)c1ccncc1
7.2%	1.7%	24.6%[59 µM]	-0.3%	-5.8%	29.0%	10.3%	1.7%	0.4%	CC1=NN(C(=O)COc2ccccc2)C(O)(c2ccccc2)C1 (stereo unspecified)
-28.9%	12.5%	?	-31.7%	6.1%	34.4%	19.0%	2.9%	-1.0%	CC(=O)Nc1ccccc1-c1nc2ccc(C(=O)N3CCN(c4cccc(C)c4)C(C)C3)cc2[nH]c1=O (stereo unspecified)
-10.9%	6.4%	?	-8.4%	-5.2%	-3.6%	-13.3%	-4.9%	-2.2%	CC(=O)CC(c1ccccc1)S(=O)(=O)c1ccc([N+](=O)[O-])cc1 (stereo unspecified)
5.1%	-2.2%	-0.3%[59 µM]	-3.2%	i	32.8%[57 µM]	-7.9%	-1.7%	-2.7%	Cc1ccc2nc(COc3ccccc3NC(=O)COc3ccc(F)cc3)cc(=O)n2c1
5.9%	1.5%	23.7%[59 µM]	-9.3%	-1.2%	12.5%	5.8%	2.3%	1.0%	O=C(NCC1CCCO1)c1cccc(NC(=O)c2ccco2)c1 (stereo unspecified)
-5.4%	6.6%	79.8%[activator]	-1.4%	-2.4%	36.0%	20.6%	-7.6%	-6.2%	C/C(=N\NC(=O)Cc1ccccc1[N+](=O)[O-])c1cccnc1
36.0%[activator]	-8.1%	10.9%[12.7 µM]	-2.1%	-0.6%	20.1%	18.3%	-1.0%	-2.3%	COc1ccc(-c2cc(C(=O)NCC3CCCO3)c3ccccc3n2)c(OC)c1 (stereo unspecified)
-8.8%	-4.2%	.	-7.5%	7.9%	36.0%	4.4%	-3.3%	-8.6%	Clc1cccc(CNCCCSc2ncccn2)c1Cl
-10.7%	-10.0%	-2.2%[2.33 µM]	-18.5%	-6.5%	12.3%	-8.5%	11.6%	-1.3%	Cc1cccc(C)c1NC(=O)CSc1nc2ccccc2c(=O)[nH]1
3.8%	13.0%	3.8%[59 µM]	-11.3%	24.3%	20.1%	12.8%[58.9 µM]	-0.5%	1.9%	CCC(C)N(C)Cc1cccc(C2(O)CCN(S(=O)(=O)c3ccc(F)cc3)CC2)c1 (stereo unspecified)
10.5%	-10.8%	23.2%[59 µM]	1.1%	-0.2%	16.2%	15.1%	-1.0%	2.0%	CC(C)(C)SCCNC(=O)/C=C/c1ccc(F)cc1
2.8%	2.3%	49.5%	-6.7%	6.8%	25.6%	-17.1%	?	-0.8%	COC(=O)c1c(NC(=O)c2ccn(C)n2)sc2c1CCC2
-3.4%	-11.7%	5.0%[12.7 µM]	3.8%[11.4 µM]	1.3%	-17.5%	1.7%	-2.4%	-1.7%	CCCCNC(=O)NCC(=O)Nc1ccc(F)c(F)c1
-8.9%	5.1%	.	-5.5%	-3.3%	14.4%	-15.7%	-2.2%	-1.0%	COc1ccc(NC(=O)CN(c2ccc(OC)cc2)S(=O)(=O)c2c(C)nn(C)c2C)cc1
-13.2%	-3.6%	1.8%[12.7 µM]	-1.3%	0.9%	23.8%	18.8%	22.6%	-7.9%	CCOc1ccc(C(=O)Nc2ccc3c(c2)CCCN3S(=O)(=O)c2ccc(C)cc2)cc1
3.7%	-3.1%	0.0%[59 µM]	-3.9%	-3.8%	26.8%[57 µM]	19.6%	-3.3%	-2.3%	Cc1ccc(NC(=O)Cn2nc(C)c3nn(-c4ccc(Cl)cc4)c(C)c3c2=O)cc1C
-18.6%	-4.2%	11.0%	-14.9%	-2.3%	36.1%	13.9%	3.1%	-3.5%	COC(=O)[C@@H](Cc1c[nH]c2ccccc12)NC(=O)c1ccc2c(c1)OCO2
7.8%	-14.9%	-25.2%	0.3%	-7.5%	15.1%	9.1%	-2.5%	.	Cc1nc2ccccc2c(C)c1CC(=O)OC(C)C(=O)NC1(C#N)CCCCC1 (stereo unspecified)
-13.0%	-10.0%	20.0%[59 µM]	16.3%	-3.4%	45.8%[activator]	-21.1%	-0.6%	-2.3%	COc1ccc(-c2cc(C)no2)cc1S(=O)(=O)N1CCCCC1
50.1µM*	-3.9%	?	-18.8%	17.5%	-8.4%	46.1%[activator]	0.1%	-4.0%	S=C(NC1CCCCC1)N1CCn2cccc2C1c1ccncc1 (stereo unspecified)
12.7%	-3.5%	-35.1%	-15.3%	-11.4%	17.1%	36.4%[activator]	?	-4.2%	CC(=O)NCCn1c(C)cc2ccccc21
.	-1.3%	.	-14.4%	-0.8%	19.2%	16.0%	4.0%	.	C[C@H](O)[C@@H]1C(=O)N2CCc3ccc(-c4ccccc4)cc3[C@@H]2C[C@@H]1N(C)C(=O)Nc1cc(Cl)cc(Cl)c1
-19.6%	1.3%	-33.8%	-9.2%	5.7%	35.1%	10.8%	-0.1%	-5.9%	O=C(c1cccs1)N1CCCC(c2nc3c(nnn3Cc3ccccc3)c(=O)[nH]2)C1 (stereo unspecified)
-3.4%	-1.3%	?	1.4%	-4.7%	23.8%	23.8%	-11.6%	.	COC(=O)c1ccc(C)c(NC(=O)COC(=O)C2CC3CCCC(C2)C3=O)c1 (stereo unspecified)
-11.9%	-3.7%	18.1%	1.4%	i	59.1%[activator]	26.3%	-7.5%	0.1%	CCOC(=O)CNC(c1ccccc1)c1cc(Br)ccc1NC(C)=O (stereo unspecified)

Single entries from the results shown:
S=C(NC1CCCCC1)N1CCn2cccc2C1c1ccncc1 (stereo unspecified) – BLM inh: -4.0%
COc1ccc(-c2cc(C(=O)NCC3CCCO3)c3ccccc3n2)c(OC)c1 (stereo unspecified) – BAZ2B inh: 36.0%[activator]

High-throughput results from PubChem BioAssay.
